Compound activity as filed in PubChem BioAssay.
phage Ecoli inh – E. coli growth loss with phage present; growth absorbance; inhibition, % at 11.9 µM; actives 0.26% (n = 360,000); in the data active = inhibition above about 11%
Numbers without * were called inactive. A portion of the library; rates above refer to the full screens.

SMILES	phage Ecoli inh
Cc1cc2c(cc1C)-c1nnnn1C(N1CCCC1)C(=O)N2 (stereo not drawn)	1.9
CC1(C(=O)NCCc2ccccc2)Cc2c(-c3cccc(C(F)(F)F)c3)ccnc2O1 (stereo not drawn)	2.5
Cc1c(C)n(CC(O)CSc2ccccc2)c2ccccc12 (stereo not drawn)	4.6
CC(=O)C1CN(S(=O)(=O)c2ccc(C)cc2)C(c2ccccc2)CC1C (stereo not drawn)	1.4
CCCCc1ccc(S(=O)(=O)NC(=O)C2(C)CCN2C(=O)Cc2ccccc2)cc1 (stereo not drawn)	2.3
CC1(Cc2ccc(OC(F)(F)F)cc2)C(=O)Nc2ccc(S(=O)(=O)NC3CCCCC3)cc21 (stereo not drawn)	0.1
CC(=O)Nc1cccc(-c2cc(NC=O)c3ncc(-c4ccc(F)c(Cl)c4)n3c2)c1	0.9
COc1ccc(C(=O)N2CCC(C)(C(=O)NS(=O)(=O)C3CC3)C2)c(OC)c1 (stereo not drawn)	4.8
Cc1ccccc1S(=O)(=O)NC(=O)C1(C)CCN1C(=O)c1cccc(F)c1 (stereo not drawn)	1.5
CCc1nc2ccc(C(=O)NC3CCN(Cc4ccccc4)CC3)cn2c1N(C)CCN1CCOCC1	2.0
CCc1nc2c(OCC(=O)c3ccc(Cl)cc3Cl)cccn2c1N(C=O)Cc1ccc(OC)cc1	2.8
COc1ccc(-c2cc(C(=O)Nc3ccc(NC(C)=O)cc3)[nH]n2)c(C)c1	2.9
Cc1ccccc1-c1cc2nc(NCc3ccncc3)n(C)c(=O)c2s1	1.2
O=C(C[C@H]1CC[C@H]2[C@@H](COC[C@@H](O)CN2Cc2cc(F)ccc2F)O1)NCc1ccc(Cl)cc1	3.1
Cc1ccc(S(=O)(=O)Nc2ccc(Nc3nccn4c(-c5cccc(OC(F)(F)F)c5)cnc34)cc2)cc1	3.6
COc1ccc(C2=Nc3ccccc3N(C(=O)c3ccncc3)C2C(=O)NC(C)(C)C)cc1 (stereo not drawn)	1.1
c1ccc(Cc2cnc(N3CCN(Cc4ccc5c(c4)OCCO5)CC3)nc2)cc1	-0.9
O=C(NCc1cccc(Cl)c1)c1ccc(-n2cncn2)c2ccoc12	1.4
Cc1ccc(C(Nc2ccccc2)c2ccc3ccc(C)nc3c2O)c(C)c1 (stereo not drawn)	8.1
CC(C)C[C@@H](CN1CCCC1CN1C(=S)NC[C@@H]1Cc1ccccc1)N1C[C@H](Cc2ccc(O)cc2)N(CC2CCCCC2)C1=S (stereo partly drawn)	4.7
CN1OC[C@@H]2CN(CC3CCCCC3)[C@H](c3ccc(-c4ccc(C#N)cc4)cc3)C[C@@H]21	-1.9
COC(=O)[C@]12C[C@H](CC(=O)NCc3ccccc3)C(=O)N(Cc3ccc4c(c3)OCO4)C1=C[C@H](C(C)(C)C)O[C@@H]2C	2.4
O=C(NCC1CCCCC1)c1[nH]c(C(F)(F)F)nc1-c1ccccc1	1.8
CCCCNC(=O)C(NC(=O)c1ccc(C)cc1)C(=O)c1ccccc1 (stereo not drawn)	-3.5
CCc1nc2ccc(C(=O)Nc3cccc(OCC(=O)N(C)C)c3)cn2c1N(CCC(C)C)CCN(C)C	-0.6
COc1ccccc1-c1cc(NC(C)=O)c2ncc(-c3cccc(C(F)(F)F)c3)n2c1	-1.7
Cn1c(=O)c2cc(NC(=S)NC3CCCCC3)ccc2n1C/C=C/c1ccccc1	3.0
CN1C(=O)[C@@]2(O[C@H]3C=CC=CN3C3=C2C(=O)CCC3)c2cc([N+](=O)[O-])ccc21	3.3
CCCc1c(-c2cccc(F)c2)ncn1CCc1ccccc1OC	-0.1
CCc1nc2c(OCCC3CCCCC3)cccn2c1N(C)C(=O)c1ccco1	2.1
O=C(NCc1ccc(F)cc1)c1cc(C2CCCN(C(=O)c3ccc4c(c3)CCO4)C2)on1 (stereo not drawn)	-0.5
COc1ccc(C(O)c2nc(-c3ccc(N(C)C)cc3)cs2)cc1 (stereo not drawn)	-7.1
COc1ccc(C2CC(=O)C(c3ccccc3)=CN2Cc2ccccc2)cc1 (stereo not drawn)	1.7
COC(=O)C1=C(C)N(Cc2ccccc2C(F)(F)F)C(=NCc2ccc3c(c2)OCO3)NC1CCc1ccccc1 (stereo not drawn)	1.0
CCCc1nc2ccc(C)cn2c1Cc1cccc(F)c1	0.6
Cc1cccc(C)c1NC(=O)C1(C)CN(S(C)(=O)=O)CC(=O)N1Cc1cccc(F)c1 (stereo not drawn)	2.5
CSc1ccc(CN2CCC2(C)C(=O)NC2CCc3ccccc32)cc1 (stereo not drawn)	0.8
O=C(NCCN1CCC(n2c(=O)[nH]c3ccccc32)CC1)c1ccc(OC(F)(F)F)cc1	1.4
CCOCCC(=O)Nc1ccc2c(c1)c(=O)n(C)n2C/C=C/c1ccccc1	2.2
CC(C)=CCC[C@H](C)C[C@@H]1Cc2[nH][nH]c(=O)c2[C@@H](c2ccc(F)cc2)O1	1.7
COC(=O)C1=C(C)N(C)C(=NCc2ccc(OC)cc2)NC1c1cccc(F)c1 (stereo not drawn)	1.6
OC1CCC(Nc2ccn3nc(-c4cccc(OCc5ccccc5)c4)cc3n2)CC1 (stereo not drawn)	0.4
COC(=O)[C@@]12C[C@@H](CC(=O)N3CCCCC3)C(=O)N(Cc3ccco3)C1=CCC(C)(C)C2	0.2
O=C(Nc1ccc(F)c(Cl)c1)c1ccc2sc([C@H]3C[C@H](O)[C@@H](CO)O3)nc2c1	0.1
COc1cccc(-c2cnc(C(O)c3ccccc3)[nH]2)c1 (stereo not drawn)	3.0

Rewritten with each value named: 2 of the compounds above.
SMILES: CCCc1nc2ccc(C)cn2c1Cc1cccc(F)c1
  phage Ecoli inh = 0.6
SMILES: Cc1cccc(C)c1NC(=O)C1(C)CN(S(C)(=O)=O)CC(=O)N1Cc1cccc(F)c1 (stereo not drawn)
  phage Ecoli inh = 2.5

(list continues)
SMILES	phage Ecoli inh
Cn1c(=O)c2c(c3ccccc31)OC(C)(C)C=C2	0.5
COC(=O)[C@]12CCCCC=C1N(Cc1ccc3c(c1)OCO3)C(=O)[C@H](CC(=O)NCc1ccc(C)o1)C2	-0.2
CNc1cncc(-c2ccc(CN(C)C)cc2)n1	3.8
CC(C)C(=O)N1CCCC1(C)C(=O)Nc1ccc(-n2cccc2)cc1 (stereo not drawn)	0.5
CCN1CCN(Cc2ccc(NC(=O)c3cccc(-c4ccc5nc(NC(=O)C6CC6)sc5n4)c3)cc2C(F)(F)F)CC1	6.5
Cc1cc(F)ccc1-c1cc(C(=O)NCc2cccs2)[nH]n1	1.8
COC(=O)C1=C(C)N(C)C(=NCc2ccccc2C(F)(F)F)NC1c1ccc(F)cc1 (stereo not drawn)	2.8
COc1ccc(C(O)c2nc(-c3cccc(NC(C)=O)c3)cs2)cc1 (stereo not drawn)	2.4
COC(=O)C[C@@H]1CC[C@@H](NS(=O)(=O)c2ccc(F)cc2)[C@@H](CO)O1	1.8
COc1ccc(-c2ccc(C(=O)Nc3ccccc3)c3occc23)c(C)c1	1.9
CC(=O)c1cccc(-c2ccnc3c2CC(C(=O)NCc2ccccc2)O3)c1 (stereo not drawn)	2.4
CN(C)Cc1csc(NC(=O)Nc2ccccc2Oc2ccccc2)n1	-1.2
COCCCn1cc(CN2CC(N3CCCCC3)CS2(=O)=O)nn1 (stereo not drawn)	1.7
Cc1c(P(=O)(c2ccccc2)c2ccccc2)c2ccccc2n1C	5.3
O=S1(=O)C[C@H](N2CCC(Cc3ccccc3)CC2)[C@@H](COCc2ccccc2)N1	1.2
COc1ccc(CCNC(=O)Nc2ccc3c(c2)c(=O)n(C)n3Cc2ccc(F)cc2)cc1OC	3.1
Cc1oc2cc3oc(=O)c(CCC(=O)N4CCC(C(=O)O)(c5ccccc5)CC4)c(C)c3cc2c1C	1.2
CN[C@@H](CO)C(=O)NC[C@H]1O[C@@H](n2cnc3c(N)ncnc32)[C@H](O)[C@@H]1O	-0.4
NC(=O)c1ncn([C@@H]2O[C@H](C(=O)Nc3ccc(Oc4ccccc4)nc3)[C@@H](O)[C@H]2O)n1	3.0
CCC(=O)N1CCCC(C(=O)Nc2nc3ccccc3n2C)CC1 (stereo not drawn)	1.2
COc1ccc(-c2ccc(C(=O)Nc3ccc(OC)nc3)c3occc23)c(C)c1	0.9
CC(C)NC(=O)C1(C)CCCN1Cc1ccccc1C#N (stereo not drawn)	4.7
O=C(CC[C@H]1O[C@@H](n2cnc3c(NC(=O)c4ccccc4)ncnc32)[C@H](O)[C@@H]1O)NCc1nc2ccccc2[nH]1	2.0
NC(Cc1ccccc1)c1csc(Nc2cc(Oc3ccccc3)ncn2)n1 (stereo not drawn)	-3.0
CC(C)(C)n1nnnc1C(c1cc2ccccc2o1)N(CCC#N)Cc1ccccc1 (stereo not drawn)	-1.9
C=CC[C@]12C[C@@]3(O[C@H](c4ccc(C(F)(F)F)cc4)N=C3C[C@H](c3ccc(OC)cc3)[C@H]1C)N(C1CCN(Cc3ccccc3)CC1)C2=O	6.3
C=CCn1c(Cn2c(-c3cnccn3)nc3ccccc32)nc2ccccc21	3.4
COC(=O)[C@]12C[C@H](CC(=O)NCC34CC5CC(CC(C5)C3)C4)C(=O)N(Cc3ccccc3)C1=C[C@H](C1CCCC1)O[C@@H]2C	2.7
COC(=O)COc1ccc(S(=O)(=O)Nc2cc(OC)ccc2OC)cc1	-1.2
COc1ccccc1Cc1c(-c2ccc(OC)c(OC)c2)nc2c(Cl)cc(C(F)(F)F)cn12	0.0

A different layout for part of the listing above.
| mol | phage Ecoli inh |
| --- | --- |
| CCC(=O)N1CCCC(C(=O)Nc2nc3ccccc3n2C)CC1 (stereo not drawn) | 1.2 |
| COc1ccc(-c2ccc(C(=O)Nc3ccc(OC)nc3)c3occc23)c(C)c1 | 0.9 |
| CC(C)NC(=O)C1(C)CCCN1Cc1ccccc1C#N (stereo not drawn) | 4.7 |
| O=C(CC[C@H]1O[C@@H](n2cnc3c(NC(=O)c4ccccc4)ncnc32)[C@H](O)[C@@H]1O)NCc1nc2ccccc2[nH]1 | 2.0 |
| NC(Cc1ccccc1)c1csc(Nc2cc(Oc3ccccc3)ncn2)n1 (stereo not drawn) | -3.0 |
| CC(C)(C)n1nnnc1C(c1cc2ccccc2o1)N(CCC#N)Cc1ccccc1 (stereo not drawn) | -1.9 |
| C=CC[C@]12C[C@@]3(O[C@H](c4ccc(C(F)(F)F)cc4)N=C3C[C@H](c3ccc(OC)cc3)[C@H]1C)N(C1CCN(Cc3ccccc3)CC1)C2=O | 6.3 |

Next part
SMILES	phage Ecoli inh
CC1(C(=O)NS(=O)(=O)c2cccc(F)c2)CCN1C(=O)c1ccccc1CCc1ccccc1 (stereo not drawn)	2.2
Cc1cccc(NC(=O)CNC(=O)[C@@H](Cc2ccccc2)NC(=O)[C@H]2O[C@@H](n3ccc(N)nc3=O)[C@H](O)[C@@H]2O)c1C	3.0
COc1cccc(CNc2nc3cc(-c4csc5ccccc45)sc3c(=O)n2C)c1	3.7
COc1ccc(-c2ccc3c(n2)CCCN3S(=O)(=O)c2cccs2)cc1	2.1
O=C(Nc1ccc(F)c(Cl)c1)C1Cc2c(-c3ccccc3Oc3ccccc3)ccnc2O1 (stereo not drawn)	2.8
O=C(NCc1cccnc1)c1cc(C2CCCCN2S(=O)(=O)c2cccs2)on1 (stereo not drawn)	3.6
CCc1nc2ccc(C(=O)NCCCN3CCCC3=O)cn2c1N(CC)CCOC	3.5
COCCNC(=O)C1CCCN(Cc2ccc(Cl)cc2)CC1 (stereo not drawn)	3.5
CC(C)N1CCCC(C)(C(=O)Nc2nc3ccccc3[nH]2)C1 (stereo not drawn)	0.9
CC1=C(C(=O)N2CCCCCC2)CC(CC(=O)NCCCN(C)C)C(=O)N1Cc1ccccc1 (stereo not drawn)	0.7
Cc1cc(C(O)c2ncc(-c3ccccc3F)[nH]2)ccc1F (stereo not drawn)	1.1
COC(=O)[C@]12CCCCC=C1N(Cc1cccc3ccccc13)C(=O)[C@H](CC(=O)N1CCN(C(=O)c3ccco3)CC1)C2	3.0
Cc1ccc(C2c3c(-c4ccccc4)n[nH]c3C(=O)N2c2ccccc2)cc1 (stereo not drawn)	0.9
COCCNC(=O)C1(C)CCCN(CCC(=O)c2ccc(Br)cc2)C1 (stereo not drawn)	1.4
CCOC(=O)C1(C)CCCN1C(=O)c1cncc(Br)c1 (stereo not drawn)	0.7

Three consecutive compounds already listed:
SMILES	phage Ecoli inh
Cc1ccc(C2c3c(-c4ccccc4)n[nH]c3C(=O)N2c2ccccc2)cc1 (stereo not drawn)	0.9
COCCNC(=O)C1(C)CCCN(CCC(=O)c2ccc(Br)cc2)C1 (stereo not drawn)	1.4
CCOC(=O)C1(C)CCCN1C(=O)c1cncc(Br)c1 (stereo not drawn)	0.7

Next part.
SMILES	phage Ecoli inh
CNc1ncnc2c1ncn2[C@H]1CN(Cc2ccc(F)cc2)C[C@@H](CO)O1	1.2
O=c1[nH]c(SCc2ccc(OC(F)(F)F)cc2)nc2c1CCC2	3.3
O=C(c1[nH]c(C(F)(F)F)nc1-c1ccccc1)N1CCN(C(=O)C2CCCO2)CC1 (stereo not drawn)	5.2
CSc1ccc(Cn2c(C)c(C(=O)NCc3cccc(C)c3)sc2=O)cc1	2.1
O=C(NC1CCCC1)C1C(c2ccccc2)=Nc2ccccc2N1C(=O)c1cc(Cl)cc(Cl)c1 (stereo not drawn)	1.7
O=C(Nc1ccc2c(c1)OCCO2)C(c1cc2ccccc2o1)N1CCN(c2ccc(F)cc2)CC1 (stereo not drawn)	3.7
COc1ncccc1-c1ccc2nncn2c1	0.5
CC(C)N1CCC1(C)C(=O)Nc1ccccc1OC(F)F (stereo not drawn)	3.5
CC(C)NC(=O)Cn1nnc(-c2ccccc2)c1COc1ccc2ccccc2c1	1.6
C[C@H]1CN([C@@H](C)CO)C(=O)CCCn2cc(nn2)CO[C@@H]1CN(C)S(=O)(=O)c1ccccc1F	1.4
COCCN1C(=O)CN(S(C)(=O)=O)CC1(C)C(=O)NC(C)C (stereo not drawn)	1.8
Cc1c(C(=O)NCc2ccccc2C(F)(F)F)sc(=O)n1Cc1ccc(Cl)c(Cl)c1	4.5
CC(C)(C)OC(=O)N1O[C@H]2C=C[C@@H]1C2	2.1
CC(C)C[C@H]1CNC(=S)N1C[C@H]1CCCN1C[C@H](Cc1ccccc1)N1C[C@H](CC(C)C)N(CCc2ccccc2)C1=S	8.8
OCc1ccccc1-c1ccc2nncn2c1	0.4
CCOC(=O)N1CCN(C(C(=O)NC2CCCC2)c2ccco2)CC1 (stereo not drawn)	2.4
